RXFP1 antag – blocks the human relaxin receptor RXFP1. Q9HBX9. AID 1259400. activity change, negative = inhibition, % at 57.5 µM. 0.59% of 350,000 active. HEK293-RXFP1, relaxin-stimulated cAMP HTRF, 30 min; active compounds read low;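 active means activity change of -60% or lower, but not beyond a set lower limit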; further: on the % scale 0 is the no-effect control and ±100 the full control effect
D1 potentiator – human D1 dopamine receptor positive modulation | potentiation, % at 10 µM | 0.036% of 360,000 active | P21728 | HEK293 TREx D1 cells, calcium flux, dopamine EC20 potentiation | AID 504651; in the data active means potentiation above about 30%; further: 0% is about no effect
Target sequence (P21728 whole entry, looked up): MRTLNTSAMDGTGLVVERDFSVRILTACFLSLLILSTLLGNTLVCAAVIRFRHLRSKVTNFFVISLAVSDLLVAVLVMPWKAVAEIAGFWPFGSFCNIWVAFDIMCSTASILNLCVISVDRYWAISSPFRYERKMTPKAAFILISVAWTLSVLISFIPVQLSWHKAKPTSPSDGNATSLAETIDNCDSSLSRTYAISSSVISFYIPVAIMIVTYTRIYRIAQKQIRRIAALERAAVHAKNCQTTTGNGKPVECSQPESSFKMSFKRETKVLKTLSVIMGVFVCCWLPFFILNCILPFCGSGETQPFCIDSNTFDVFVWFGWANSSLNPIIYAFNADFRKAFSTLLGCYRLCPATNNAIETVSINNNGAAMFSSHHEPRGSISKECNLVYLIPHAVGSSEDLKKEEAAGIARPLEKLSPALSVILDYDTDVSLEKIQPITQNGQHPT
TRHR PAM – allosteric enhancers of human TRH receptor. P34981. TRHR cells, fluo-8 calcium fluorescence, EC20 TRH enhancement. enhancement, % at 2 µM. 0.66% of 360,000 active. AID 493056; in the data active means enhancement above about 30%; further: 0% is about no effect
Target sequence (P34981 whole entry, looked up): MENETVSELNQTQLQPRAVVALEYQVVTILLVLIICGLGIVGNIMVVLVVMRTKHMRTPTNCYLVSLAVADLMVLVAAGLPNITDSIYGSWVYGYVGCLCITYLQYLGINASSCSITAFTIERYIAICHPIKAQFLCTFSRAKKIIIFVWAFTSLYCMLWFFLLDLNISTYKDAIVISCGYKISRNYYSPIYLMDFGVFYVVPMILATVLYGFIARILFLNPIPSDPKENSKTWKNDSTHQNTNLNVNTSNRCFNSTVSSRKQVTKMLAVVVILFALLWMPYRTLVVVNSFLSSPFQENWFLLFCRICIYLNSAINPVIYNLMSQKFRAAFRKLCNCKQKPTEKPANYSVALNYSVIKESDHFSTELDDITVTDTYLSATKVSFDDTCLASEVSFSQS
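TRHR-expressing cells loaded with fluo-8 calcium dye were read kinetically (ex 480/em 530) during compound addition, then stimulated with an EC20 of TRH (10 nM final). Enhancement of the Gq-mediated intracellular calcium response was scored.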
D2 potentiator – positively modulates the human D2 dopamine receptor allosterically. 0.34% of 340,000 active. HEK293 T-REx D2, calcium flux, EC20 dopamine potentiation. AID 485347. potentiation, % at 10 µM;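 active means potentiation over 3 SD above the plate norm, cut at about 30% in these data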; further: 0% is about no effect
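Potentiation of an EC20 dopamine calcium response measured kinetically over 180 s, after a preceding 180 s compound-only read flagging agonists. Cells: inducible Hek293 Trex D2 line, 4000/well, cultured overnight at 30 C before dye loading.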
D2 agonist – D2 dopamine receptor (human) agonism; HEK293 T-REx D2 cells, calcium flux agonist mode; activation, % at 2 µM; 0.53% of 340,000 active; AID 485358;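 active means activation over 3 SD above normal in the single-dose calcium agonist read, cut at about 30% in these data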; further: 0% is about no effect
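Agonism scored from kinetic calcium signal (1 read/sec, 180 s) following compound pin transfer, after a 10 s baseline. Cells: HEK293 Trex line expressing inducible D2 receptor coupled to calcium, dye-loaded after overnight culture at 30 C.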
D2 antagonist – D2 dopamine receptor (human) antagonism; 2% of 340,000 active; P14416; HEK293 TREx D2 cells, calcium flux, dopamine EC80; inhibition, % at 10 µM; in the data active means inhibition above about 30%; further: 0% is about no effect
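Compounds are added to dye-loaded, induced HEK293 T-REx cells coupled to calcium release via D2; after a 3 min kinetic read an EC80 dopamine stimulus is given and fluorescence is recorded for 3 more min.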
D1 agonist – agonists of human D1 dopamine receptor; P21728; 1% of 360,000 active; activation, % at 2 µM; HEK293 T-REx D1 cells, calcium flux, agonist mode; further: 0% is about no effect
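Agonism was scored from calcium flux recorded over 180 s (1 read/s) after pintool compound addition, following a 10-cycle baseline. Cells were inducible force-coupled HEK293 TREx D1, plated overnight at 30 C and loaded with no-wash calcium dye.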
D1 antagonist – blocks dopamine activation of the human D1 receptor. P21728. activity change, negative = inhibition, % at 10 µM. AID 504652. HEK293 TREx D1 cells, calcium flux, dopamine EC80; active compounds read low. 3.2% of 360,000 active; in the data active means activity change below about -30%; further: on the % scale 0 is the no-effect control and ±100 the full control effect
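Allosteric or orthosteric antagonism assessed as attenuation of the calcium response to EC80 dopamine, added 180 s after compound, in induced HEK293 Trex D1 cells loaded with no-wash calcium dye.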
TRHR ag – agonists of human TRH receptor. activation, % at 2 µM. P34981. 0.18% of 360,000 active. TRHR cells, calcium flux fluo-8, FDSS agonist mode; further: 0% is about no effect
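Steps: seed TRHR cells overnight; add fluo-8 no-wash Ca dye, RT 30 min–1.5 h; record 10 s baseline; pin-transfer compounds; monitor fluorescence 1 cycle/s for the agonist window. Calcium increases flag candidate agonists.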
Starred values were filed as active, the others as inactive; · = no result given. Unless noted, no stated cut-off is given here; in the data, active means activation above about 30%; inactive means the rest. The order is random. About 7.1% of those tested had a hit in this group.

1. OC(COc1ccc2cc(Br)ccc2c1)Cn1ccnc1 (stereo not drawn)
2. C[C@H](NC(=O)[C@H]1N2C(=O)c3ccccc3C2SC1(C)C)C(=O)NCC1CCCO1 (stereo partly drawn)
3. COc1cccc(NC(=O)C2CCN(c3nc4ccccc4nc3C(F)(F)F)CC2)c1
4. Cc1cc(C)n(CC(=O)n2c3c(c4ccccc42)CCCC3)n1
5. CC1CCc2onc(C(=O)N3CCN(c4cccc(Cl)c4)CC3)c2C1 (stereo not drawn)
6. Cc1[nH]c(=S)c(C#N)c2c1CCCC2

Screen / compound no.,1,2,3,4,5,6
D1 antagonist,-1,-1,25,1,-8,-1
D1 potentiator,-10,11,5,6,2,-6
RXFP1 antag,8,2,·,2,-3,20
D2 potentiator,-7,10,-3,4,-6,·
TRHR PAM,-4,-1,9,-2,-4,-2
TRHR ag,0.0,-0.2,0.6,0.4,-0.2,-0.1
D2 agonist,-0.2,0.6,0.1,0.6,0.2,-0.2
D1 agonist,10,4,3,1,4,0
D2 antagonist,-15,5,·,7,·,-16

7. CC1CCN(C(CNS(=O)(=O)c2ccccc2)c2ccccc2)CC1 (stereo not drawn)
8. CCc1cc2c(SCC(=O)NC3CCS(=O)(=O)C3)ncnc2s1 (stereo not drawn)
9. CCCCN(C(=O)c1ccc(S(=O)(=O)N2CCC(C)CC2)cc1)C1CCS(=O)(=O)C1 (stereo not drawn)
10. CCOCc1nnc(NC(=O)c2cccc(OC)c2)s1
11. C/C(=N\NC(=O)CN1CCOCC1)C(C)(C)C
12. CC(C)n1cnc2cc(NC(=O)c3ccco3)ccc21

Screen / compound no.,7,8,9,10,11,12
D1 antagonist,-2,-1,-1,9,5,0
D1 potentiator,-5,-4,-3,-4,-4,-2
RXFP1 antag,3,-6,-16,3,-2,-12
D2 potentiator,-3,12,-5,-4,2,2
TRHR PAM,-4,-1,2,8,-4,1
TRHR ag,-0.4,-0.7,-0.4,0.1,-0.7,2.0
D2 agonist,-0.9,1.2,-0.4,-0.6,0.1,0.9
D1 agonist,6,2,0,4,5,4
D2 antagonist,-20,5,-6,1,-9,12

13. CCOCc1cc(CN2CCCC(CNC(=O)c3ccco3)C2)ccc1OC (stereo not drawn)
14. O=C(Oc1ccc(C(=S)N2CCOCC2)cc1)c1ccc(F)cc1
15. O=c1c(-c2ccc(Cl)cc2)[n+]([O-])c2ccccc2n1O
16. Cc1ccc([N+](=O)[O-])cc1NC(=O)C1CCN(S(C)(=O)=O)CC1
17. COc1ccccc1NS(=O)(=O)c1cc2c3c(c1)CC(=O)N3CCC2
18. O=C(Nc1cc(Cl)ccc1-n1cncn1)c1ccc([N+](=O)[O-])s1

Screen / compound no.,13,14,15,16,17,18
D1 antagonist,-13,-13,2,-11,-3,3
D1 potentiator,-1,-4,1,1,-4,8
RXFP1 antag,10,-26,-9,3,2,-3
D2 potentiator,-10,5,-8,-3,-4,·
TRHR PAM,-3,-1,-3,11,2,-7
TRHR ag,-0.5,0.1,3.8,0.6,0.3,-0.3
D2 agonist,0.1,0.3,2.3,0.8,0.1,·
D1 agonist,7,3,5,8,3,6
D2 antagonist,23,7,-9,17,-16,·

19. CCCCCC(=O)Nc1ncc2c(n1)CC(c1cccs1)CC2=O (stereo not drawn)
20. Cc1nonc1CN(C)C(=O)CC1C(=O)NCCN1Cc1ccccc1C(F)(F)F (stereo not drawn)
21. CCOC(=O)c1sc(NC(=O)C(C)(C)C)cc1C
22. Cc1nc2c(-c3ccc(F)cc3)c(C)nn2c(C)c1CCC(=O)Nc1ccc(F)cc1F
23. N#CCS(=O)(=O)c1ccccc1
24. Cc1ccc(C(=O)OCC(=O)c2c[nH]c3ccccc23)cc1S(=O)(=O)N1CCOCC1

Screen / compound no.,19,20,21,22,23,24
D1 antagonist,11,14,-17,-8,-10,-13
D1 potentiator,2,-1,-8,-10,-4,-2
RXFP1 antag,-4,8,·,3,·,2
D2 potentiator,-2,7,14,12,-8,-6
TRHR PAM,4,8,7,3,6,-5
TRHR ag,-1.2,0.0,0.0,-0.3,0.0,0.2
D2 agonist,1.0,-1.5,0.1,-0.6,-0.9,-0.4
D1 agonist,2,2,-2,2,1,8
D2 antagonist,1,-16,-18,1,6,-8

25. COC(=O)C1=C(C)N=C2SC(C)C(=O)N2C1c1cccc(F)c1 (stereo not drawn)
26. CCC(CC)n1[nH]c(=O)c2c(C)cc(C)nc21
27. [O-][n+]1c2c(nc3c1-c1ccccc1C3O)CCCC2 (stereo not drawn)
28. COc1ccc(S(=O)(=O)c2cn(C)c3cc(N4CCCCC4)c(F)cc3c2=O)cc1
29. CCOc1ccc(CCNC(=O)c2ccc(F)c(S(=O)(=O)N3CCOCC3)c2)cc1OCC
30. CCc1nn(CCCC(=O)N2CCC(C)CC2)c(=O)c2cc3occc3n12

Screen / compound no.,25,26,27,28,29,30
D1 antagonist,4,-10,6,-5,-13,24
D1 potentiator,-7,-8,-4,1,3,-2
RXFP1 antag,-1,-11,·,-20,-12,31
D2 potentiator,8,3,-5,-5,12,9
TRHR PAM,0,4,-8,8,-4,1
TRHR ag,-0.7,-0.7,0.2,-0.4,0.0,-0.6
D2 agonist,-2.6,0.9,0.5,·,-0.6,1.1
D1 agonist,3,1,1,1,4,1
D2 antagonist,-13,-9,3,·,-8,-3

31. C[C@@]12CCC=C[C@H]1[C@H](c1ccc(C(F)(F)F)cc1)N(Cc1ccccc1)C2=O
32. CCNC(=O)CSc1nc2cc(S(=O)(=O)Nc3ccc(OC)cc3)ccc2o1
33. COc1ccc(Cl)cc1NC(=O)Nc1ccc(C(=O)N2CCOCC2)cc1
34. COCCCNc1ncnc2onc(-c3ccc(F)cc3)c12
35. COc1cccc(CN2CCN(Cc3cccc(Oc4ccccc4)c3)CC2)c1OC
36. COc1ccc2[nH]c(CN3CCN(CC=C(C)C)C(CCO)C3)c(C)c2c1 (stereo not drawn)

Screen / compound no.,31,32,33,34,35,36
D1 antagonist,31,-23,-18,-12,-9,-10
D1 potentiator,-1,-7,-8,1,0,3
RXFP1 antag,·,6,-9,3,-16,-1
D2 potentiator,22,9,-16,-6,-24,-9
TRHR PAM,0,6,-1,-4,31*,20
TRHR ag,0.8,-0.4,0.5,-0.1,-0.5,0.7
D2 agonist,-0.1,0.3,1.0,-0.4,-0.5,0.1
D1 agonist,7,9,1,-1,4,4
D2 antagonist,28,3,0,·,-16,-1

37. Cc1noc(C)c1COC(=O)CCCOc1ccc(Cl)cc1Cl
38. COc1ccc(-c2csc(NC(=O)c3cc(=O)c4ccccc4o3)n2)cc1OC
39. CC(C)(C)C(=O)Nc1ccccc1C(=O)Nc1ccncc1
40. CCOc1ccc(C(C)=O)cc1CN1c2ccc(S(N)(=O)=O)cc2CC1C (stereo not drawn)
41. CCN(CC)CCNC(=O)c1sc2ncccc2c1-n1cccc1
42. CCCn1c(C2CCCN2c2nc(C)cs2)nc2cc(Cl)c(Cl)cc21 (stereo not drawn)

Screen / compound no.,37,38,39,40,41,42
D1 antagonist,-26,1,3,-1,-36*,-2
D1 potentiator,-5,5,-6,2,0,9
RXFP1 antag,9,-18,-2,5,-10,·
D2 potentiator,-13,·,-10,·,6,-8
TRHR PAM,-4,-10,-9,-3,1,2
TRHR ag,0.5,-0.2,1.0,-0.4,0.8,-0.3
D2 agonist,0.2,·,0.6,·,1.9,-1.5
D1 agonist,8,0,0,0,5,0
D2 antagonist,12,·,14,·,·,9

43. O=C(CNS(=O)(=O)c1cccs1)N1CCN(c2ccccn2)CC1
44. CCNc1nc2c(c(=O)n(C)c(=O)n2C)n1CCCc1ccccc1
45. Cc1ccccc1C(=O)Nc1ccc(C(=O)O)cc1NC(=O)c1ccccc1C
46. CS(=O)(=O)N1CCN(c2ccc([N+](=O)[O-])c3cccnc23)CC1
47. CC(C)Cc1nnc(NC(=O)CCC(=O)N2CCCCC2)s1
48. Clc1ccc(C2=Nn3c(Cn4nnc5ccccc54)nnc3SC2)cc1

Screen / compound no.,43,44,45,46,47,48
D1 antagonist,-10,59,-3,5,5,-10
D1 potentiator,-6,-3,3,0,-3,-5
RXFP1 antag,1,4,4,15,-1,-3
D2 potentiator,13,11,12,6,2,0
TRHR PAM,6,-3,14,0,4,-3
TRHR ag,0.4,-1.0,0.9,0.1,0.1,-0.6
D2 agonist,-0.8,-0.9,0.0,0.6,0.1,0.5
D1 agonist,3,2,0,2,2,0
D2 antagonist,-9,-6,1,0,2,5

49. Cn1c(SCC(=O)N2CC(=O)Nc3ccccc32)nnc1C(F)(F)F
50. COc1ccc(N2CCN(CCCNC(=O)c3nnc(Cc4ccc(F)cc4)o3)CC2)cc1
51. Cc1ccc(C2c3[nH]c4ccccc4c3CCN2C(=O)CSc2ccccc2)cc1 (stereo not drawn)
52. CCc1ccccc1NC(=O)CSc1nc2c(c(-c3ccco3)c1C#N)CCCC2
53. CCc1ccc(-n2nc(C)c3c(C)cc(=O)n(Cc4nc(-c5ccccc5)oc4C)c32)cc1
54. CCOC(=O)COc1ccc(S(=O)(=O)Nc2cccc(SC)c2)cc1
55. COc1ccc(CC(=O)Nc2ccccc2N2CCCCC2)cc1OC
56. Cc1ccccc1CNC(=O)C(=O)NCC(c1ccco1)S(=O)(=O)c1ccc(F)cc1 (stereo not drawn)

Screen / compound no.,49,50,51,52,53,54,55,56
D1 antagonist,6,4,-5,5,2,-17,2,·
D1 potentiator,3,1,4,13,3,-10,-2,-1
RXFP1 antag,3,-4,-8,-10,-4,1,-11,6
D2 potentiator,-4,-1,8,3,-1,4,14,1
TRHR PAM,-9,0,4,4,9,-2,0,-4
TRHR ag,0.1,0.2,0.5,-0.3,-0.6,0.8,-0.6,0.3
D2 agonist,0.6,0.2,·,0.5,-0.2,-0.8,5.9,0.7
D1 agonist,1,0,2,6,6,19,2,7
D2 antagonist,-1,·,·,-11,·,12,10,·

Molecules listed so far containing a Cl atom (7):
5. CC1CCc2onc(C(=O)N3CCN(c4cccc(Cl)c4)CC3)c2C1 (stereo not drawn)
15. O=c1c(-c2ccc(Cl)cc2)[n+]([O-])c2ccccc2n1O
18. O=C(Nc1cc(Cl)ccc1-n1cncn1)c1ccc([N+](=O)[O-])s1
33. COc1ccc(Cl)cc1NC(=O)Nc1ccc(C(=O)N2CCOCC2)cc1
37. Cc1noc(C)c1COC(=O)CCCOc1ccc(Cl)cc1Cl
42. CCCn1c(C2CCCN2c2nc(C)cs2)nc2cc(Cl)c(Cl)cc21 (stereo not drawn)
48. Clc1ccc(C2=Nn3c(Cn4nnc5ccccc54)nnc3SC2)cc1

Screen / compound no.,5,15,18,33,37,42,48
D1 antagonist,-8,2,3,-18,-26,-2,-10
D1 potentiator,2,1,8,-8,-5,9,-5
RXFP1 antag,-3,-9,-3,-9,9,·,-3
D2 potentiator,-6,-8,·,-16,-13,-8,0
TRHR PAM,-4,-3,-7,-1,-4,2,-3
TRHR ag,-0.2,3.8,-0.3,0.5,0.5,-0.3,-0.6
D2 agonist,0.2,2.3,·,1.0,0.2,-1.5,0.5
D1 agonist,4,5,6,1,8,0,0
D2 antagonist,·,-9,·,0,12,9,5

High-throughput results: PubChem BioAssay, National Center for Advancing Translational Sciences (NCATS)
